Screens as filed in PubChem BioAssay.
p53 reactivator: mutant p53 re-activation in reporter cells. H1299 p53-A138V BP100-luciferase reporter, luminescence, 24 h. actives 0.063% (n = 320,000). Potency, µM (series often up to 92.2 µM), inactives show at the highest dose activity change, positive = activation, most hits filed as activators; further: % of control where 0% means no effect; nearly all actives have a fitted effect of over 45% in size
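p53-null H1299 cells stably carrying temperature-sensitive p53-A138V and a BP100-luciferase reporter were pinned with compounds (4-point, 1:5 series) and held 24 hrs at 37 deg C. Luminescence was read 10 min after detection reagent.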
MLL CXXC-DNA inh: MLL CXXC-DNA interaction inhibition. MLL-CXXC / FITC-HOXA9 DNA fluorescence polarization. Potency, µM (highest dose often 115 µM), without a hit: at the highest dose activity change, negative = inhibition, actives largely listed as inhibitors. actives 0.037% (n = 290,000); active means well fitted inhibition curve with a large enough effect in the polarisation, with a control signal flat, not every such curve was filed as active; inconclusive means small, poorly fitted or top-dose-only effect, or effect the other way, or a change in a side signal; inactive means no such curve, though single readings can be large or run the other way; the % refers to the polarisation
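Purified MLL-CXXC (added from a 7 uM solution) was preincubated 5 min at ambient with pinned compounds in 50 mM Tris-HCl pH 7.5, 50 mM NaCl, 1 mM DTT, 0.05% BSA. Fluorescein-labeled HOX-A9 DNA (50 nM solution) followed, 30 min, then polarization read.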
RORg inh: blocks mouse ROR gamma transcriptional activity | Drosophila S2 Gal4-RORgamma UAS-luciferase reporter, 20 h | Potency, µM (top dose mostly 53.6 µM), inactives show top-dose activity change, negative = inhibition, hits mostly inhibitors | AID 2551 | actives 5.4% (n = 310,000) | P51450; further: on the % scale 0 is the no-effect control and ±100 the full control effect; nearly all actives have a fitted effect of over 60% in size
Target sequence (P51450 whole entry, looked up, the tested form may be a part): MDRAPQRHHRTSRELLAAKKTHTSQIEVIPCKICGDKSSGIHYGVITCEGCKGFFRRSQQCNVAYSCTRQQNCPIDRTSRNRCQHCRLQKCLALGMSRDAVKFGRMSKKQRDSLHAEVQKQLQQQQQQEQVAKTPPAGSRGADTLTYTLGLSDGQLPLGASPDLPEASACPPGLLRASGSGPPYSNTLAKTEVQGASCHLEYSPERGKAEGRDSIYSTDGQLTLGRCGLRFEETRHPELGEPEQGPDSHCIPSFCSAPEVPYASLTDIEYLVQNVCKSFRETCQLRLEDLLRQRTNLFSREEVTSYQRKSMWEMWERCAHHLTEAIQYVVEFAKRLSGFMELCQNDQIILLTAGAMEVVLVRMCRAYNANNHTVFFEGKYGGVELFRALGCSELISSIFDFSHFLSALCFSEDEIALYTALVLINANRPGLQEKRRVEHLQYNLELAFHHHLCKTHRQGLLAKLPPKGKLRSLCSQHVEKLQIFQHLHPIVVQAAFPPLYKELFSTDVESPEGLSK
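Drosophila Schneider cells stably carrying a metallothionein-driven Gal4 DBD–ROR gamma fusion and a UAS-Photinus luciferase reporter were exposed to compound for 1 hr, then induced with copper sulfate (700 uM final) for 20 hr at ambient temperature before luminescence reading.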
BRCA1 expr act: BRCA1 expression activation. actives 1.1% (n = 380,000). Potency, µM (highest dose often 46.1 µM), for the others: at the top dose activation, hits mostly activators. MCF7-BRCA1-FFLuc reporter, luminescence, 48 h; response scale: scaled: vehicle 0%, 10 µM genistein 100%; further: nearly all actives have a fitted effect of over 80% in size; some results filed as inactive show a strong effect at the top dose
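MCF7-BRCA1-FFLuc cells, 2000/well in phenol-red-free MEM, attached 2 h then treated 48 h at 37 C. Luciferase luminescence read 15 min after reagent; normalized to genistein maximum activation (10microM) and DMSO, concentration-response fitted.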
FLuc modulator: inhibits or activates purified firefly luciferase, miR-21 counter-screen; Potency, µM (top dose mostly 57.5 µM), inactives show at the top dose activity change, negative = inhibition, actives largely listed as inhibitors; purified FLuc, Km substrates, luminescence inhibition; AID 588342; P08659; actives 6.9% (n = 360,000);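 further: plate controls were vehicle for no effect and reference inhibitor for full effect; nearly all actives have a fitted effect of over 55% in size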
Target sequence (P08659 whole entry, looked up): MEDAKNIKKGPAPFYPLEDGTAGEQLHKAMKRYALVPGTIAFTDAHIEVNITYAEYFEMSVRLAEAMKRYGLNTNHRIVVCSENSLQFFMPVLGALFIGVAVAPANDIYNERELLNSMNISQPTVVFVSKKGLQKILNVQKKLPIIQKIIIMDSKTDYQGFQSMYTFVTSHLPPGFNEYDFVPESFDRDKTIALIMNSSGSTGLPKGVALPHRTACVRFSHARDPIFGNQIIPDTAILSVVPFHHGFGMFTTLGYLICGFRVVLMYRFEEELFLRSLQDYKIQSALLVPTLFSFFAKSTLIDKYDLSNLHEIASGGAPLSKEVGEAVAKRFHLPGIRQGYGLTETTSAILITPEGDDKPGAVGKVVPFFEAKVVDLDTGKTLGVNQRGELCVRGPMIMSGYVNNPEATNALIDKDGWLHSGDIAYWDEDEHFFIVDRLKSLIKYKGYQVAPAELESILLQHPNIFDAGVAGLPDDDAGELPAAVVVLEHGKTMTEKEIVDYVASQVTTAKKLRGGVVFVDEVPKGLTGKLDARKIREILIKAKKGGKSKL
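Biochemical qHTS of compounds, final roughly 60 µM downward over six points, against 10 nM purified firefly luciferase using Km concentrations of substrates (10 uM D-luciferin, 10 uM ATP) in Tris acetate pH 7.5 buffer; luminescence output.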
VP16 counter: counter-screen for ROR gamma inhibitors: Gal4-VP16 reporter; Drosophila S2 Gal4-VP16 UAS-luciferase, luminescence, 20 h; Potency, µM (top dose mostly 53.6 µM), without a hit: at the top dose activity, negative = inhibition, hits mostly inhibitors; actives 3.5% (n = 310,000);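 further: Gal4-VP16 expression switched on by copper sulfate through the metallothionein promoter; on the % scale 0 is the no-effect control and ±100 the full control effect; nearly all actives have a fitted effect of over 50% in size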
uPA generation: blocks generation of uPA at the cell surface. Potency, µM (titrated, usually from 38.3 µM), without a hit: top-dose activity change, negative = inhibition, actives largely listed as inhibitors. cell surface uPA generation assay, qHTS. actives 0.31% (n = 330,000); active means well fitted inhibition curve with a large enough effect; inconclusive means small, poorly fitted or top-dose-only effect; inactive means no such curve, though single readings can be large or run the other way; tested in mouse RAW 264.7 cells; further: on the % scale 0 is the no-effect control and ±100 the full control effect; nearly all actives have a fitted effect of over 55% in size
NPC1 prom act: NPC1 promoter activation; AID 485313; Huh7 NPC1 promoter luciferase reporter, 24 h; actives 2.4% (n = 320,000); Potency, µM (top dose mostly 9.22 µM), for the others: at the highest dose activation, actives largely listed as activators;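 further: % of control where 0% means no effect; nearly all actives have a fitted effect of over 60% in size; reporter is driven by a mutant NPC1 promoter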
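Luminescence from an NPC1 promoter-driven luciferase reporter in stably transfected Huh7 cells was measured after 24 h compound treatment at 37 °C, followed by 10 min ambient incubation with luciferase detection reagent.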
ELG1 genotoxic: inducers of genotoxicity in HEK293T ELG1-luciferase cells; Potency, µM (top dose mostly 46 µM), without a hit: at the top dose activity change, positive = activation, most hits filed as activators; AID 504466; HEK293T ELG1-luciferase reporter, luminescence, 16 h; actives 1.3% (n = 330,000); further: % of control where 0% means no effect; nearly all actives have a fitted effect of over 60% in size
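Genotoxicity was scored as increased ELG1-luciferase reporter signal, measured by ONE-Glo luminescence (30 min, room temperature). Compound or vehicle exposure of the HEK293T reporter cells lasted 16 hr at 37°C.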
Rab9 prom act: Rab9 promoter activation; Potency, µM (series often up to 9.22 µM), for the others: at the top dose activation, negative = inhibition, usual class: activators; actives 2.8% (n = 320,000); Huh7 Rab9 promoter-luciferase reporter, luminescence, 24 h; further: % of control where 0% means no effect; nearly all actives have a fitted effect of over 60% in size
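Luciferase signal after 10 min detection reagent at ambient indicates Rab9 promoter upregulation; stably transfected Huh7 cells were treated 24 h with compound in DMSO at 37 °C, 5% CO2.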
MBNL1 CUG block: blocks human MBNL1 binding to CUG repeat RNA; Q9NR56; Potency, µM (doses to about 57.5 µM), inactives show at the top dose activity change, negative = inhibition, hits mostly inhibitors; actives 0.036% (n = 280,000); TR-FRET MBNL1-His/biotin-(CUG)12 binding, 665/545 ratio; active means well fitted inhibition curve with a large enough effect in the signal ratio, with a control signal flat, not every such curve was filed as active; inconclusive means small, poorly fitted or top-dose-only effect, or effect the other way, or a change in a side signal; inactive means no such curve, though single readings can be large or run the other way; the % refers to the signal ratio; further: on the % scale 0 is the no-effect control and ±100 the full control effect
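Ratiometric TR-FRET (665 over 545 nm, excitation 340 nm) tracks disruption of MBNL1-His/biotin-(CUG)12 complex after 60 min at room temperature, with compounds at 92 nM to 58 uM final.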
Numbers without * were called inactive; ? = inconclusive; . = not tested or not shown; & = joins results of further samples; [ ] = dose if it differs, or a comment. Unless noted, the call rests on the fitted dose curve; in most records, active means well fitted curve in the direction sought with a large enough effect; inconclusive means small, poorly fitted or top-dose-only effect, or another doubt; inactive means no such curve, though single readings can be large; an effect the other way counts as inactive or inconclusive. Potency means the concentration at half of the fitted maximal effect. Some of the compounds tested, so the mix of outcomes need not match the whole.

[1] CCC(c1nnnn1Cc1ccc(F)cc1)N1CCN(C2CCCCC2)CC1 (stereo not drawn)
[2] CCCCOc1c(Br)cc(/C=C2\N=C(C)OC2=O)cc1OCC
[3] Cc1ccc(-c2c(C#N)c(N)nc3c2CCCCCC3)o1
[4] CCc1ccc2c(c1)cc(CN(C(=S)Nc1ccc(Cl)cc1)C1CC1)c1nnnn12
[5] CCN(CC)C(=O)c1[nH]cnc1C(=O)N[C@@H](Cc1ccccc1)C(=O)OC(C)(C)C
[6] O=C(CCSc1nc2cc(Cl)ccc2o1)N1CCOCC1
[7] COc1ccc2nc3oc(C(=O)N4CCN(c5cccc(C(F)(F)F)c5)CC4)cc3cc2c1
[8] COc1cccc(CN(Cc2ccccc2F)S(=O)(=O)c2ccc(S(=O)(=O)NCc3ccccc3)cc2)c1
[9] CCOc1ccc(N2C(=O)/C(=C/c3ccc(C)o3)N(C)C2=S)cc1
[10] Cc1nn2c(-c3ccc(S(=O)(=O)N4CCN(C)CC4)o3)nnc2c2ccccc12
Assay by compound	1	2	3	4	5	6	7	8	9	10
p53 reactivator	1%	-4%	-3%	-1%	.	-7%	?	-10%	4%	-2%
MLL CXXC-DNA inh	0%	7%	0%	11%	4%	0%	-7%	-5%	0%	-10%
RORg inh	4%	21%	18%	-28%	10µM*	34%	20%	-30%	4%[10 µM]	-36%
BRCA1 expr act	-26%	0%	-18%	-35%	-16%	75%	-11%	-29%	-8%	-7%
FLuc modulator	-2%	-3%	-1%	9%	7%	-11%	-9%	1%	-2%	-2%
VP16 counter	2%	-10%	6%	-7%	?	10%	-13%	?	?	3%
uPA generation	-2%	-5%	-4%	-9%	?	5%	-5%	6%	0%	-16%
NPC1 prom act	0%	-3%	-2%	-1%	2%	-2%	3%	-4%	-7%	-3%
ELG1 genotoxic	-6%	-1%	2%	0%	0%	0%	2%	9%	9%	17%
Rab9 prom act	-9%	1%	5%	6%	5%	-2%	-5%	-9%	-13%	-1%
MBNL1 CUG block	-5%	-23%	9%	-5%	-2%	?	0%	-5%	.	-7%

Entries listed so far marked active in RORg inh:
no. | Structure | p53 reactivator | MLL CXXC-DNA inh | RORg inh | uPA generation | NPC1 prom act | Rab9 prom act | MBNL1 CUG block
5 | CCN(CC)C(=O)c1[nH]cnc1C(=O)N[C@@H](Cc1ccccc1)C(=O)OC(C)(C)C | . | 4% | 10µM* | ? | 2% | 5% | -2%

Next section.
[11] O=c1n(Cc2ccc(Cl)cc2)c2sc3c(c2c2ncnn12)CCCC3
[12] O=C(CCCN1C(=O)C2CCCCN2C1=O)N1CCN(c2ccc([N+](=O)[O-])cc2)CC1 (stereo not drawn)
[13] COCCN(Cc1ccccc1)C(=O)c1ccc2c(c1)NC(=O)CS2
[14] CCC1CCCCN1CCCNC(=O)Cn1ncc2c([nH]c3ccc(C)cc32)c1=O (stereo not drawn)
[15] Cc1ccc2c(c1)-c1c(ssc1=S)C(C)(C)N2C(=O)c1ccco1
[16] CCCN(CC(=O)Nc1ccccc1C)C(=O)CCCOc1ccc(Br)cc1
[17] COc1ccc(Cn2c(O)c(C=Nc3ccc(C)cc3)c3ccccc3c2=O)cc1
[18] CCCNC(=O)C12CCC(C)(c3nc4cc(C)c(C)cc4nc31)C2(C)C (stereo not drawn)
[19] COc1ccc2ccc(O)c(CN(C)CC(=O)Nc3ccccc3C(F)(F)F)c2c1
[20] COc1cc(C)c(C(=O)Oc2cc(C)c(C(=O)O)c(O)c2C)c(O)c1C(=O)O
Assay by compound	11	12	13	14	15	16	17	18	19	20
p53 reactivator	2%	1%	-4%	-2%	-1%	1%	-10%	-7%	3%	5%
MLL CXXC-DNA inh	11%	-1%	.	-1%	15%	.	0%	1%	15%	.
RORg inh	?	12%	.	-1%	23%	.	3%	-13%	?	.
BRCA1 expr act	-48%	-35%	-3%	-2%	-88%	-14%	3%	-2%	-16%	2%
FLuc modulator	-1%	-1%	4%	2%	-18%	5%	-7%	6%	1%	1%
VP16 counter	?	0%	.	-6%	-2%	.	-1%	-4%	-13%	.
uPA generation	-5%	-7%	-2%	2%	-11%	3%	-17%	8%	1%	-5%
NPC1 prom act	-1%	-5%	0%	-6%	-6%	?	-3%	0%	-1%	-6%
ELG1 genotoxic	-4%	-9%	2%	-1%[9.26 µM]	0%	-7%	1%	1%	0%	-7%
Rab9 prom act	-6%	-6%	-5%	1%	-3%	0%	-6%	-1%	3%	18%
MBNL1 CUG block	6%	?	.	-3%	4%	.	-5%	-7%	0%	.

[21] COc1ccc(CCNS(=O)(=O)c2cccc([N+](=O)[O-])c2)cc1OC
[22] COC(=O)[C@@H](N)CS
[23] O=C(NCCN1CCOCC1)c1c(O)nc2ccccn2c1=O
[24] O=C(CSc1ccsc1[N+](=O)[O-])N1CCCCCC1
[25] CN(CC(=O)Nc1cccc(F)c1)C(=O)CCC1CCCCC1
[26] O=C(Nc1ccccc1)N1CCCN(Cc2ccccc2F)C1
[27] COCCN(C(=O)COC(=O)c1ccc(C)s1)c1c(N)n(Cc2ccccc2)c(=O)[nH]c1=O
[28] CC1CCCN(C(=O)c2ccc3c(c2)OCCO3)C1 (stereo not drawn)
[29] Cc1c(C(=O)N2CCC(N3CCSCC3)CC2)oc2c(F)cccc12
[30] O=C(Nc1ccccc1F)C1CCN(C(=O)NC2CCCCC2)CC1
Assay by compound	21	22	23	24	25	26	27	28	29	30
p53 reactivator	15%	2%	8%	4%	-1%	0%	2%	15%	7%	9%
MLL CXXC-DNA inh	-11%	-5%&-1%	-5%	11%	.	2%	.	.	2%	22%
RORg inh	6%	20%	-25%	33%	.	-4%	.	.	-1%	-3%
BRCA1 expr act	-21%	10%	23%	8%	-11%	-9%	-9%	?	0%	0%
FLuc modulator	2%	-3%	2%	-2%	-3%	2%	-1%	?	-17%	-1%
VP16 counter	-5%	?	-1%	22%	.	-3%	.	.	-24%	-3%
uPA generation	-7%	-3%	8%	-3%	2%	2%	-4%	14%	4%	21%
NPC1 prom act	-3%	-1%	2%	-1%	-2%	0%	-1%	15%	4%	-1%
ELG1 genotoxic	-4%	-3%	-2%	-4%	-4%	2%	0%	13%	7%	-1%
Rab9 prom act	-1%	1%	0%	1%	2%	-3%	2%	21%	1%	-5%
MBNL1 CUG block	?	-7%	13%	?	.	0%	.	.	2%	4%

An excerpt from above, reduced to BRCA1 expr act and MLL CXXC-DNA inh.
nr | SMILES | BRCA1 expr act | MLL CXXC-DNA inh
17 | COc1ccc(Cn2c(O)c(C=Nc3ccc(C)cc3)c3ccccc3c2=O)cc1 | 3% | 0%
26 | O=C(Nc1ccccc1)N1CCCN(Cc2ccccc2F)C1 | -9% | 2%

Next section:
[31] Cc1cccc(N(CC(=O)NCCc2ccccc2)C(=O)CCC(=O)Nc2ccccn2)c1C
[32] CC(C)Cc1ccc(S(=O)(=O)N2CCN(c3ccccn3)CC2)cc1
[33] CN(c1ccccc1)c1ccc(/C=C(\C#N)c2nnc3n2CCCCC3)cc1[N+](=O)[O-]
[34] Cc1ccc(NC(=O)c2ccccc2OCC(=O)Nc2cccc(Cl)c2C)nc1
[35] CCOC(=O)N1CCN(Cc2nc3c(c(=O)n(C)c(=O)n3C)n2Cc2ccccc2)CC1
[36] OC(COC(c1ccc(F)cc1)c1ccc(F)cc1)CN1CCCC1 (stereo not drawn)
[37] Cc1ccc(O)c(-c2cc(C(=O)NCc3ccc4c(c3)OCO4)[nH]n2)c1
[38] Cn1c2ccccc2c2cnn(CC(=O)Nc3cccc(F)c3)c(=O)c21
Assay by compound	31	32	33	34	35	36	37	38
p53 reactivator	-7%	2%	27%	16%	-4%	-3%	-2%	-3%
MLL CXXC-DNA inh	12%	2%	-23%	1%	5%	25%	10%	1%
RORg inh	42%	15%	?	-26%	-5%	-46%	27%	-4%
BRCA1 expr act	-8%	-6%	-12%	.	-17%	-15%	0%	-37%
FLuc modulator	-1%	2%	?	-1%	2%	-10%	?	6%
VP16 counter	15%	2%	0%	-24%	1%	-19%	-1%	0%
uPA generation	.	5%	-3%	.	-15%	1%	-4%	1%
NPC1 prom act	-5%	-7%	-1%	-3%	1%	14%	5%	14%
ELG1 genotoxic	-3%	-1%	10%	-2%	0%	-2%	1%	0%
Rab9 prom act	4%	-14%	-1%	1%	0%	0%	-2%	-2%
MBNL1 CUG block	-1%	-1%	?	-1%	-2%	-21%	-23%	-2%
